Screening results as filed in PubChem BioAssay.
OX1R antag = blocks the human orexin 1 receptor; O43613; CHO/OX1R cells, Fluo-8 calcium fluorescence, orexin A; inhibition, % at 5 µM; 330,000 tested, 0.43% active; AID 434989;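 active = inhibition above its plate's threshold, mean inhibition of all tested compounds on the plate plus 3 SD, cut at about 37% in these data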;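 note: 0% = orexin A challenge wells and 100% = SB-334867-A antagonist wells; not every result past the cut was called active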
Target sequence (O43613 whole entry, looked up): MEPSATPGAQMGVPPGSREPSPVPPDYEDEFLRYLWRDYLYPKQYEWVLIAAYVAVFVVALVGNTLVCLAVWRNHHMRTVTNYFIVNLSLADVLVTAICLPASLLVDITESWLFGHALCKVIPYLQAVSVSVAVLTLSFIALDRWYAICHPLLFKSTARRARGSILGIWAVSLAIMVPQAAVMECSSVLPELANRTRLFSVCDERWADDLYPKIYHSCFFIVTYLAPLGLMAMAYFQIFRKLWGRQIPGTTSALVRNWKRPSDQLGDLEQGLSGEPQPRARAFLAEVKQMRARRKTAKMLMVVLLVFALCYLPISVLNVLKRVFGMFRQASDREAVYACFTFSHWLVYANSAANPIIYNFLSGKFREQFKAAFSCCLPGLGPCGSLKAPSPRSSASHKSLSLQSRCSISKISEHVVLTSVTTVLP
CHT allo act = allosterically activates the human high affinity choline transporter; Q9GZV3; CHT-expressing cells, membrane potential dye, choline EC20; stronger effect = higher value; LV-AA mutant CHT in HEK293 cells; B-score at 10 µM; 310,000 tested, 0.49% active; AID 488977;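 active = initial fluorescence not abnormally high and integrated response B-score, plate-corrected, over 3 SD above library mean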
Target sequence (Q9GZV3 whole entry, looked up): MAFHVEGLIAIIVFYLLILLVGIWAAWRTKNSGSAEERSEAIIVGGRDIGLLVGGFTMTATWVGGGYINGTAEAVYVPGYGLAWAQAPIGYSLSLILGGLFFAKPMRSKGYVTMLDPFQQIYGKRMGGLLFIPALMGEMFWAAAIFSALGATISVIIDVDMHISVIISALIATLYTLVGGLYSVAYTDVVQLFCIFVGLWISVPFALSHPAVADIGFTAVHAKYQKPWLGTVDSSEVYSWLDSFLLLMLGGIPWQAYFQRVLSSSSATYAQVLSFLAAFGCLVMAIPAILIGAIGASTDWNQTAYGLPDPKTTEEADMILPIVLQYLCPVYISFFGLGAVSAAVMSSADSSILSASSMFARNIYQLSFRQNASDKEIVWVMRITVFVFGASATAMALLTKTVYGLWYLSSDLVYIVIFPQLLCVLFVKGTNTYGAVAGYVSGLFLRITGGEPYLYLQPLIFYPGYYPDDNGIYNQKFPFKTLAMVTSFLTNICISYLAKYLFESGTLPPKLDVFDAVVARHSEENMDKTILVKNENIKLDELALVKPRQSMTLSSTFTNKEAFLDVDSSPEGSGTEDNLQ
* = called active by the depositor; i = inactive; · = no result given.

SMILES	OX1R antag	CHT allo act
O=C(NCc1ccccc1)C1=C[C@H](c2ccc(C(F)(F)F)cc2)C[C@H](OCc2ccc(CO)cc2)O1	-25	i
CC1CCCN(S(=O)(=O)c2ccc(NC(=O)CN3CCCCC3)cc2)C1 (centres undefined)	4	i
O=C(O)C[C@H]1c2ccccc2S(=O)(=O)N1C1CCCCC1	2	i
CCCc1nc2oc3c(NCCOCCO)ncnc3c2c2c1COC(C)(C)C2	-23	i
C#CCOCCOCCOCCNc1nc(N2CCN(C(=O)[C@H](CCCN=C(N)N)n3cc(C(N)[C@@H](C)CC)nn3)CC2)nc(N2CCN(C(=O)[C@H](CCCCN)n3cc([C@@H](N)[C@H](C)CC)nn3)CC2)n1 (some centres undefined)	0	·
O=C(NCc1ccccc1F)C(=O)NCC1OCCCN1S(=O)(=O)c1cccs1 (centres undefined)	-19	i
Cc1ccc(Sc2ncccc2C(=O)NCC(c2ccc(F)cc2)N2CCOCC2)cc1C (centres undefined)	-21	i
O=S(=O)(NC1CC1)c1cccc(S(=O)(=O)N2CCCC2)c1	-4	i
Cc1ccc(S(=O)(=O)N2CCN(C(=O)COC(=O)CCOc3ccccc3)CC2)c(C)c1	-10	·
COc1ccc(CC(NC(C)=O)C(=O)NC2CCN(C(=O)NCc3ccccc3)CC2)cc1OC (centres undefined)	-20	i
Cc1csc2nc(NC(=O)c3ccccc3)sc(=O)c12	10	i
NC(=O)COc1ccc(NS(=O)(=O)Cc2ccccc2)cc1	-14	i
COc1ccc(OC)c(C(=O)CN2C(=O)NC(C)(c3ccccc3)C2=O)c1 (centres undefined)	-30	i
Cn1cnc2c(=O)[nH]cc([N+](=O)[O-])c21	-4	i
CC(C)c1ccc(NC(=O)C(c2ccccc2)N(C)C(=O)CCc2c[nH]c3ccccc23)cc1 (centres undefined)	-19	i
COc1ccc(S(=O)(=O)Nc2ccc3c(c2)C(=O)N([C@H](C)CO)C[C@H](C)[C@@H](CN(C)C(=O)NC(C)C)O3)cc1	9	·
CCCCCCC1CC(CCc2nc(=S)[nH][nH]2)C(=O)O1 (centres undefined)	-2	i
Cc1cnc(C(=O)OCC(=O)C23CC4CC(CC(C4)C2)C3)cn1	2	i
Cc1c(C(=O)OC(C)C)sc(N)c1C(=O)OC(C)C	-44	i
COc1cc(NC(=O)C(c2ccccc2)c2ccccc2)c(C(=O)O)cc1OC	-18	i
Cc1ccc(C(C(=O)NC(C)(C)C)N(C(=O)c2csnn2)c2cccc(F)c2)o1 (centres undefined)	-14	i
COc1ccc(-n2nc([N+](=O)[O-])c(=NCCc3ccccc3)n2O)cc1	-21	i
COc1ccc(CNC(=O)C(=O)NCC2OCCN2C(=O)c2ccc(OC)cc2)cc1 (centres undefined)	-11	i
CCOc1ccccc1-c1nc(CN2CCCC2c2nccs2)c(C)o1 (centres undefined)	-24	i

An excerpt from above in order of their number in OX1R antag, low to high.
compound | OX1R antag
Cc1ccc(Sc2ncccc2C(=O)NCC(c2ccc(F)cc2)N2CCOCC2)cc1C (centres undefined) | -21
COc1ccc(CNC(=O)C(=O)NCC2OCCN2C(=O)c2ccc(OC)cc2)cc1 (centres undefined) | -11
O=S(=O)(NC1CC1)c1cccc(S(=O)(=O)N2CCCC2)c1 | -4

(further entries)
SMILES	OX1R antag	CHT allo act
O=C(NCCCN1CCOCC1)c1ccc2c(=O)n(Cc3ccccc3)c(=S)[nH]c2c1	-21	i
O=C(O)c1cccc(Oc2ccccc2[N+](=O)[O-])c1	-16	i
CS(=O)(=O)N1CCN=C1SCc1ccccc1	-17	i
CCOC(=O)C1=C(O)/C(=C/c2ccc(OCC(=O)O)c(OCC)c2)SC1=Nc1ccc(C)cc1	-16	i
N#Cc1ccccc1S(=O)(=O)N1CCN(C(=O)c2cc(-c3ccccc3)nn2-c2ccccc2)CC1	-8	i
CC(OC(=O)c1ccc(NC(=O)CC#N)cc1)C(=O)Nc1ccc2c(c1)OCCO2 (centres undefined)	9	i
CC(=O)C1C(c2ccc(Br)cc2)C2C(C)=NN=C2CC1(C)O (centres undefined)	-2	i
Cc1ccc(C(=O)N2CCN3C(=O)c4ccccc4C23c2ccc(Cl)cc2)cc1 (centres undefined)	-30	i
Cc1ccc(CCNC(=O)C2CCC(CNc3c(N4CCC(C)CC4)c(=O)c3=O)CC2)cc1 (centres undefined)	-14	i
CC1=C(C(=O)N2CCCCC2)C(c2cccs2)NC(=O)N1 (centres undefined)	-13	i
Cc1cc(OCC(=O)NCCCn2ccnc2)c2c(C)cc(=O)oc2c1	-1	7.1*
CCCCC(=O)Nc1ccc2oc(-c3ccncc3)nc2c1	-4	i
O=C(CNC(=O)c1ccco1)OCC(=O)c1ccc2c(c1)CCCC2	-6	i
O=C(O)c1c(F)c(F)c(F)c(F)c1-c1ccc(Cl)cc1	7	i
O=C(O)C1C2C=CC(C2)C1C(=O)Nc1ccc2c(c1)OCCO2 (centres undefined)	-1	i
CCN(CC)S(=O)(=O)c1ccc(OC)c(NC(=S)Nc2cccc(C)c2C)c1	-6	i
Cc1cccc(NC(=O)c2ccc(COc3ccccc3)o2)n1	-18	i
CC(=O)Nc1ccc(NC(=O)C(C)Sc2nc3ccccc3c(=O)n2Cc2ccco2)cc1 (centres undefined)	-25	i
O=C(CC12CC3CC(CC(C3)C1)C2)Nc1ccc(C(=O)O)cc1	-7	i
NC(=O)c1ccccc1NC(=O)/C=C/c1c(Cl)cccc1Cl	-39	i
O=C(Nc1ccc(F)cc1)Nc1ccc(S(=O)(=O)N2CCCC2)cc1	34	·
Cc1cc(C)nc(NN=C(c2ccccc2)c2ccccc2)n1	-36	i
O=C(COc1ccc(/C=N/NC(=O)c2cc3ccccc3o2)cc1Cl)Nc1ccccc1	-5	i
CCOC(=O)c1[nH]c2ccc(OC)cc2c1NC(=O)/C=C/c1ccc2c(c1)OCO2	-4	i

2 entries from above, as labelled records:
mol: Cc1cccc(NC(=O)c2ccc(COc3ccccc3)o2)n1
  OX1R antag: -18	CHT allo act: i

mol: CC(=O)Nc1ccc(NC(=O)C(C)Sc2nc3ccccc3c(=O)n2Cc2ccco2)cc1 (centres undefined)
  OX1R antag: -25	CHT allo act: i

Going on with the list:
SMILES	OX1R antag	CHT allo act
Cc1cccc(N/C=C/C(=O)c2cccs2)c1C	-41	i
COC(=O)C(C)N(c1ccc(C)cc1)S(=O)(=O)c1c(C)[nH]c(=O)[nH]c1=O (centres undefined)	2	i
Cc1occc1-c1nnc(SCC(=O)NCCc2ccccc2)n1Cc1ccccc1	-31	i
CCC(=O)Nc1ccc(NC(=O)c2cc3ccccc3o2)cc1	-16	i
CCC(=O)N1CCc2cc(S(=O)(=O)NC(C(=O)N3CCN(c4ccc(F)cc4)CC3)C(C)C)ccc21 (centres undefined)	-29	i
CC(Cc1cccs1)NC(=O)Nc1ccc(Cl)c(Cl)c1 (centres undefined)	47*	i
Cc1ccc2cccc(NC(=O)c3ccc(Br)o3)c2n1	19	i
CCc1cccc(N(C(=O)c2csnn2)C(C(=O)NC(C)(C)CC)c2ccccn2)c1 (centres undefined)	-10	i
c1ccc(COc2ccc(OCCCN3CCCCC3)cc2)cc1	-1	i
CCOc1ccc(NC(=S)N2CCC(N(C)CC3CCCO3)CC2)cc1 (centres undefined)	8	i
Cc1[nH]nc2c1C(c1ccc(-c3ccc(Cl)cc3)o1)C(C#N)=C(N)O2 (centres undefined)	3	i
COc1cc(OC)c(C2C(C#N)=C(N)Oc3cc(C)n(CCCN4CCOCC4)c(=O)c32)cc1OC (centres undefined)	1	i
Cc1cc(S(=O)(=O)Nc2ccc(C(=O)NCC(c3ccco3)N(C)C)cc2)ccc1F (centres undefined)	0	i
Cc1c(Cl)cccc1-n1c(SCC(=O)NCc2ccccc2Cl)nnc1-c1ccncc1	-12	i
Cc1cc(=O)[nH]c(N/N=C/c2c[nH]c3ccccc23)n1	-7	i
Cc1ccc2nc3ccc(N4CCCCCCC4)nn3c(=O)c2c1	-26	i
COc1ccc(-c2csc(-c3cccs3)n2)cc1OC	-31	i
Cc1cc(NC(=O)CCC(=O)N(c2ccccc2)C(C(=O)NC2CCCC2)c2ccc(F)cc2)no1 (centres undefined)	-12	i
COc1ccc(NC(=O)C(NC(=O)c2ccc(=O)[nH]c2)c2ccc(OC)cc2)cc1 (centres undefined)	-15	i
CN(C)c1ccc(/C=N/NC(=O)c2cccc(N3CCCC3=O)c2)cc1	-9	i
CN1CCC(N(C)S(=O)(=O)c2ccc(NC(=O)COc3ccc([N+](=O)[O-])cc3)cc2)CC1	-2	i
Cc1nc(CN(C)Cc2nc(Cc3ccccc3Cl)no2)cs1	-18	i
O=C(CCN1C(=O)/C(=C/c2ccco2)SC1=S)Nc1ccc(C(=O)O)c(O)c1	-3	i
Cc1nn(-c2ccccc2)c(N2CCCC2)c1/C=C1\N=C(c2ccc(OC(C)C)cc2)OC1=O	-31	i
CN(C(=O)c1cccc(S(=O)(=O)N2CCCCC2)c1)C1CCS(=O)(=O)C1 (centres undefined)	-9	i
CC1=C(C(=O)OCC(Br)(Br)Br)C(c2cccc([N+](=O)[O-])c2)NC(=O)N1CCCC(=O)O (centres undefined)	-4	i
O=C(Oc1c(Cl)cc(Cl)c2cccnc12)N1CCOCC1	-11	i
Cc1cccc(-c2nnc(SCC(=O)C(C)(C)C)n2C)c1	-26	i
COC(=O)C1CCN(C(=O)c2cc(OC)c(OC)c(OC)c2)CC1	-7	i
CCOc1ccc(NC(=O)N2CCN(C(=O)c3ccco3)CC2)cc1	-10	i
CC1CCCC(C)N1CCCNC(=O)c1ccc2nc(N3CCCCC3)sc2c1 (centres undefined)	-27	i
CC1(C)Cc2c(cnn2-c2ccccc2)C(NC(=O)c2ccoc2)C1 (centres undefined)	-27	i
O=C(NC1CCCC1)C(c1ccc(Cl)cc1)N1CCc2ccccc21 (centres undefined)	-22	i
Cc1ccc(C(=O)CNc2ccc(Br)cc2)cc1	-13	i
Cn1cccc1C(=O)OCC(=O)N1CC(=O)Nc2ccccc21	-10	i
COC(=O)COc1cccc2c(=O)n(CC(=O)NCc3ccc(F)cc3)ccc12	-18	i
CCOC(=O)c1ccccc1NC(=O)COC(=O)C1=COCCO1	-26	i
CC(=O)Nc1nnc(SCC(=O)NCC2CCCO2)s1 (centres undefined)	-9	i
O=C1CCCN1CCCNC(=S)Nc1ccccc1	-8	i
C=CCC1c2cccc(C(=O)O)c2C(=O)N1c1cccc(OC)c1 (centres undefined)	-20	i
CN(C)CCCN(C(=O)c1ccco1)c1nc2cc3c(cc2s1)OCO3	-14	i
N=c1c2c(ncn1Cc1ccco1)Oc1c(ccc3ccccc13)C2c1ccccc1 (centres undefined)	-29	i
COc1cccc(C(=O)NC(=S)Nn2cnnc2)c1OC	-4	i
CN(CC(O)COC(c1ccccc1)c1ccccc1)C1CCCCC1 (centres undefined)	-15	i
CCCOC(=S)NC(=O)c1sc2ccccc2c1Cl	-5	i
O=C(N/N=C(\CC(=O)c1cccs1)C(F)(F)F)c1ccncc1	-24	i
Cc1noc(C)c1C(=O)OCC(=O)Nc1ncc(Cl)c(C)c1Cl	-18	·
O=C(COc1ccccc1)Nc1nc(-c2ccc(S(=O)(=O)N3CCOCC3)cc2)cs1	0	i
Cc1nn(C(=O)c2cccc([N+](=O)[O-])c2)c(C)c1Br	8	i
COc1cccc(/C=N/Nc2ncnc(Cl)c2N)c1O	-1	i
CCCCCCc1cc2cc(-c3nnc(-c4cc(OC)c(OC)c(OC)c4)o3)c(=O)oc2cc1O	-9	i
Cc1ccccc1NC(=O)Cc1cccc(C(F)(F)F)c1	-30	i
CS(=O)(=O)N1CCN(c2ccc(NC(=O)C(c3ccccc3)c3ccccc3)cc2)CC1	-6	i
Cc1cc(NC(=O)CSCCO)no1	-10	i
COc1ccccc1C1CC(=O)Oc2cc(OC)c(OC)c(OC)c21 (centres undefined)	-16	·
Cc1[nH]c(=O)cc2ccccc12	1	i
COc1ccccc1NC(=O)CSc1ccc(-c2ccco2)nn1	-38	i
O=C(/C=C/c1ccc(-c2ccccc2[N+](=O)[O-])o1)c1ccccc1	-21	i
CCOC(=O)C1CCCN(Cc2cc(Br)c(OC)cc2OC)C1 (centres undefined)	-12	i
O=C(Nc1ccc(OC(F)(F)F)cc1)C1CC(c2ccc(F)cc2)=NO1 (centres undefined)	-1	i

The final 6 compounds of the part above lead into the next.
SMILES	OX1R antag	CHT allo act
COc1ccccc1C1CC(=O)Oc2cc(OC)c(OC)c(OC)c21 (centres undefined)	-16	·
Cc1[nH]c(=O)cc2ccccc12	1	i
COc1ccccc1NC(=O)CSc1ccc(-c2ccco2)nn1	-38	i
O=C(/C=C/c1ccc(-c2ccccc2[N+](=O)[O-])o1)c1ccccc1	-21	i
CCOC(=O)C1CCCN(Cc2cc(Br)c(OC)cc2OC)C1 (centres undefined)	-12	i
O=C(Nc1ccc(OC(F)(F)F)cc1)C1CC(c2ccc(F)cc2)=NO1 (centres undefined)	-1	i
COc1ccc(OCCN(C)C(=O)c2cccc(S(=O)(=O)N(C)c3ccccc3)c2)cc1	-20	·
Cc1ccc(C(=O)NCc2ccncc2)cc1S(=O)(=O)N1CCCCC1	-5	i
Cc1nnc2n(-c3ccccc3)c(=O)c3c4c(sc3n12)CCCC4	-5	6.5*
O=C(COC(=O)c1cc([N+](=O)[O-])ccc1NCCO)NCc1cccs1	-15	i
CCOC(=O)Nc1ccc2c(c1)N(C(=O)CN1CCN(CCO)CC1)c1ccccc1CC2	-7	i
O=C(Cn1cc(S(=O)(=O)Cc2cccc(F)c2)c2ccccc21)N1CCOCC1	-7	i
C/C(=N\NC(=O)c1cc(C)nc2ccccc12)c1ccco1	-21	i

Outcome played no part in choosing rows; about 0.8% have a hit in one of these screens.
